# High-throughput results deposited in PubChem by Icahn School of Medicine at Mount Sinai.
# RBX1-CUL1 inh: inhibitors of human ROC1-CUL1 ubiquitin ligase activity; inhibition, % at 10 µM; P62877+Q13616; in vitro K48 di-Ub FRET, acceptor:donor ratio, 45 min; 140,000 compounds, 0.6% hits; in the data active means inhibition above about 25%
# Target sequence (P62877 whole entry, looked up): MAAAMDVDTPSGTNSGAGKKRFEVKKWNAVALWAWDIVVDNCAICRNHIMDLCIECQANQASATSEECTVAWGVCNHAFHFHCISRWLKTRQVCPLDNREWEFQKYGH
# Target sequence (Q13616 whole entry, looked up): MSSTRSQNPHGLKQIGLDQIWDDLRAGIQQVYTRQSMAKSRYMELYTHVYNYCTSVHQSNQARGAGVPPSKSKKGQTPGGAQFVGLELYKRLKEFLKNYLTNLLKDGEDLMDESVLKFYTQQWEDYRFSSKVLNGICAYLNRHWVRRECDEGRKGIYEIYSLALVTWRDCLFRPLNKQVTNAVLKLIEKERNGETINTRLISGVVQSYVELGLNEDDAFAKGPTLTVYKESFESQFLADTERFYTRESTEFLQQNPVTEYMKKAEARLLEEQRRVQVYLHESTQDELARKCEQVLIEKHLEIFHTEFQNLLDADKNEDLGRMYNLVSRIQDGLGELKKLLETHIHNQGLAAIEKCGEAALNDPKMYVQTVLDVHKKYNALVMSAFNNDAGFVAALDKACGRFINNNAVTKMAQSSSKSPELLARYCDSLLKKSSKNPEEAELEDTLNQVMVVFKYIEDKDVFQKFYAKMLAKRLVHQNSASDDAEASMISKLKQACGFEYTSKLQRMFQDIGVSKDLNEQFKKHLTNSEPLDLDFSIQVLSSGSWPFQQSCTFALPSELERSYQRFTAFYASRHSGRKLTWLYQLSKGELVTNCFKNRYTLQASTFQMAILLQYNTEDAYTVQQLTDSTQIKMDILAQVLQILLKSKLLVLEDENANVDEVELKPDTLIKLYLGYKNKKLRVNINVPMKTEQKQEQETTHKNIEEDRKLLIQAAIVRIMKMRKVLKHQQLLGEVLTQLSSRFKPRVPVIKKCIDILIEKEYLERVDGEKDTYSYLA
# Active calls of the source: *. These rows are one share of the data, so the mix of outcomes need not match the whole.
nr	RBX1-CUL1 inh	SMILES
1	-1	C=CCn1c(=O)cnc2ccccc21
2	-8	CCOc1cc(CNCc2cccs2)cc(Br)c1OC
3	4	C=CCn1c(SCC(=O)Nc2sc3c(c2C(=O)OCC)CCC3)nc2scc(-c3ccc(C)cc3)c2c1=O
4	0	O=C(NC1CCC(NC(=O)C2CCCC2)CC1)C1CCCC1 (configuration not stated)
5	10	NC1=NC2=C(CCCC2)C(c2ccccc2)S1 (configuration not stated)
6	3	O=C1C2C3C=CC(CC3)C2C(=O)N1c1ccc(Cl)cc1 (configuration not stated)
7	3	CCOC(=O)N1CCN(Cc2ccc3c(c2)CN(C(=O)CCC2CCCCC2)CCO3)CC1
8	8	C/C(=C\c1ccccc1)CN1C[C@H](O)[C@@H](N2CCOCC2)C1
9	-8	CCOc1cc(C(=O)NCCc2csc3nc(-c4ccc(C)cc4)nn23)cc(OCC)c1OCC
10	0	COC(=O)C1CCN(C(=O)C2(N(C)Cc3ccccc3)Cc3ccccc3C2)CC1
11	3	Cc1ccc(Nc2ncnc3c2cnn3-c2ccccc2)c(C)c1
12	-7	O=C1CS(=O)(=O)C2(C(=O)N(Cc3ccccc3)c3ccccc32)N1c1ccccc1 (configuration not stated)
13	2	COCCCNc1ncnc2sc(C(=O)NCCOC)c(C)c12
14	-7	CCn1ccnc1CNCc1cccnc1Oc1c(C)cccc1C
15	-6	CCOC(=O)c1cc(NC(=O)c2ccc(C(=O)OC)cc2)cc(NC(=O)c2ccc(C(=O)OC)cc2)c1
16	-1	COc1ccc(OC)c(C2C(C(=O)Nc3ccccc3)C(C)=Nc3nnnn32)c1 (configuration not stated)
17	5	Clc1cccc(N2CCN(c3c4c(nc5nncn35)CCC4)CC2)c1
18	-1	Fc1ccc(CSc2nc(SCc3ccc(F)cc3)c3c4c(sc3n2)CCC4)cc1
19	-3	CCn1c(=O)c2cc(C(=O)NCCCN3CCC(C)CC3)sc2c2ccccc21
20	1	COC(=O)C1(C)CCc2cc(OC)ccc2C1=O (configuration not stated)

# (more compounds)
nr	RBX1-CUL1 inh	SMILES
21	2	CC(C)(C)C(=O)Nc1ccc2nc(SCC(=O)N3CCOCC3)sc2c1
22	-1	Cc1cc(Br)ccc1NC(=O)c1sc2ncccc2c1N
23	-7	CC1CCC(C(C)C)C(=O)/C1=C\c1ccc(N=Cc2ccccc2O)cc1 (configuration not stated)
24	-7	CCC(=O)N1CCc2cc(Br)cc(S(=O)(=O)CCC(=O)Nc3cccc(CC)c3)c21
25	8	CS(=O)(=O)N1CCC(C2CCN(Cc3cccc(F)c3F)CC2)C1 (configuration not stated)
26	4	COc1ccc(NC(=O)C(C)Sc2cc(-c3ccccc3)nc(C)n2)cc1Cl (configuration not stated)
27	8	COC(=O)c1cnc2nc(-c3ccccc3)nn2c1C
28	-3	CCC(=O)N1CCc2cc(Br)cc(S(=O)(=O)CCC(=O)N3CCN(c4ccccc4OC)CC3)c21
29	-8	CCCc1[nH]nc2c1C(c1ccc(NC(C)=O)cc1)C(C#N)C(=N)O2 (configuration not stated)
30	-7	Cc1n[nH]c(C)c1CNC(=O)c1cc(COc2cccc(F)c2)[nH]n1
31	5	CCOc1ccccc1CNC(=O)C1CCN(C2NS(=O)(=O)C(c3ccc(C)c(C)c3)C2C)CC1 (configuration not stated)
32	-8	O=[N+]([O-])c1ccc(Nc2ccc3ccccc3c2)nc1
33	3	Oc1ccccc1-c1nc2ccccc2nc1-c1ccccc1
34	2	C#CCN(C(=O)Nc1ccccc1)c1ccccc1
35	2	Nc1ncc(Br)cc1Br
36	3	COc1cccc(C(=O)N2CCc3c([nH]c4ccccc34)C2c2ccc(SC)cc2)c1 (configuration not stated)
37	-8	O=C1CC(N2CCN(c3ccccc3F)CC2)C(=O)N1c1ccc(OC(F)(F)Cl)cc1 (configuration not stated)
38	-4	COC(=O)c1ccccc1NC(=O)Cn1nnc2sc(-c3ccccc3)cc2c1=O
39	-1	Cc1cccc(NC(=O)c2ccn(C(=O)c3ccccc3)n2)n1
40	1	CC(C)OC(=O)c1c(-c2ccccc2)c(-c2ccccc2)nn(C)c1=O

# Other entries.
nr	RBX1-CUL1 inh	SMILES
41	8	Cc1ccc(-c2cc(-c3ccccc3)c3c(N)c(C(=O)Nc4cc(Cl)ccc4C)sc3n2)cc1
42	1	O=C(Nc1nc2c(s1)CCc1ccccc1-2)c1ccccc1Br
43	15	CCc1nn(-c2ccccc2)c(N)c1C#N
44	9	Oc1c(Cl)ccc2c1sc1ccccc12
45	-5	Cc1ccc(-c2nnc(SCC(=O)OC3CCCCC3)n2-c2ccccc2)cc1
46	-4	CCCC1CCc2c(c3ccccc3[nH]c2=O)O1 (configuration not stated)
47	1	CCn1ccc(C(=O)NCc2ccc(C(=O)O)cc2)n1
48	3	CN(C)c1nc(OCc2ccccc2)c2ncc(=O)[nH]c2n1
49	-3	COc1cc(OC)cc(C(=O)NCC2CCCN(C(=O)c3cc(C)nc(C)n3)C2)c1 (configuration not stated)
50	9	CCC(=O)N1CCc2cc(S(=O)(=O)CCC(=O)NCc3ccc(OC)cc3)ccc21
51	-1	CCN(CC)S(=O)(=O)c1ccc2c(c1)N(CC(=O)Nc1c(C)cccc1C)C(=O)C1CCCN21 (configuration not stated)
52	-8	Cc1cc(S(=O)(=O)N2CCN(Cc3noc(CCC(=O)N4CCCCC4)n3)CC2)ccc1F
53	-7	CCOc1ccc(CNC(=O)C2Cc3cc(S(=O)(=O)N4CCCCCC4)ccc3N2C(C)=O)cc1 (configuration not stated)
54	0	CCN1C(=O)N=C(Cc2ccc(C)s2)C1=O
55	6	Cc1ccc(OCCCCCCN2CCCC2)c(Cl)c1
56	-6	Cc1nnc(SC2CCc3ccccc3NC2=O)s1 (configuration not stated)
57	-2	CC(C)Nc1nc(NC(C)C)nc(SCCOc2ccccc2)n1
58	13	Cc1ccc(C(C)C)c(OCCSc2nc3ccccc3n2CC(O)CO)c1 (configuration not stated)
59	-9	O=C(CSc1nc2sc3c(c2c(=O)[nH]1)CCCC3)NCCO
60	3	O=S(=O)(c1ccc(-c2ccc(S(=O)(=O)N3CCc4ccccc4C3)cc2)cc1)N1CCc2ccccc2C1

# The list goes on, starting with the last two of the part before.
nr	RBX1-CUL1 inh	SMILES
59	-9	O=C(CSc1nc2sc3c(c2c(=O)[nH]1)CCCC3)NCCO
60	3	O=S(=O)(c1ccc(-c2ccc(S(=O)(=O)N3CCc4ccccc4C3)cc2)cc1)N1CCc2ccccc2C1
61	0	CCNc1nnc(-c2nn(C)c(C)c2Cl)s1
62	7	CCCCCOc1ccc(C(=O)N(Cc2ccc(OC)c(OC)c2)C2CCS(=O)(=O)C2)cc1 (configuration not stated)
63	-1	O=C(O)c1ccc(CN2N=Nc3cccc4cccc2c34)cc1
64	0	COc1ccc(NC(=O)Nc2ccc(Cc3ccncc3)cc2)cc1
65	-1	CC1CN(CCC(=O)N2CCC(C(C)N3CCOCC3)CC2)Cc2cc(Cl)ccc2O1 (configuration not stated)
66	4	O=C(Cc1ccccc1)NCC1COc2ccccc2O1 (configuration not stated)
67	0	COc1ccc(C(=O)c2sc3nc4c(cc3c2N)CCCCCC4)cc1
68	14	CCCCOc1ccc(C(=O)N2CCCC2(C#N)c2ccccc2)cc1 (configuration not stated)
69	-3	O=C(c1cc(F)ccc1F)C1CCCN(C(=O)C2CCOCC2)C1 (configuration not stated)
70	-8	COC(=O)C1=C(C)NC(=O)NC1c1ccc(Br)cc1 (configuration not stated)
71	-1	CCCc1cc(C(=O)NCc2nc(-c3ccc(NC(=O)c4ccc(COC)o4)cc3)oc2C)no1
72	9	COc1ccc(S(=O)(=O)N2CCCCC2)cc1C(=O)NCCN(C)C
73	4	CC(C)C(=O)Nc1cc(C(=O)NC2CCCCC2)ccc1Cl
74	5	CCN1C(=O)S/C(=C/c2cccn2-c2ccc(C(=O)O)cc2)C1=O
75	0	Cc1cc(Oc2cc(C)c(Cl)c(C)c2)nc(SCC(=O)c2ccccc2)n1
76	-10	O=C(NCc1ccccn1)c1ccccc1Br
77	-9	Cc1sc(NC(=O)C2CCCCC2)c(C#N)c1C
78	-17	COCC1CCCCN1C(=O)CC1(c2ccc(-c3ccccc3)cc2)CC(=O)N(C2CC2)C1=O (configuration not stated)
79	-3	CCOc1cc(-c2ccc(OC(=O)c3ccc(Cl)cc3)c(OC)c2)cc(=O)c2c(C)oc(C)c12
80	-5	CN(c1ccc(C(N)=O)cc1)S(C)(=O)=O

# Next section.
nr	RBX1-CUL1 inh	SMILES
81	-11	CCc1cc(C(=O)OC)c(NC(=O)c2c(C)noc2C)s1
82	10	CC1=C(C)CC(CN2C(=O)CCCC2=O)CC1 (configuration not stated)
83	-5	CCN1CCN(C(c2ccc(C)cc2)C2C(=O)C=C(C)N(Cc3ccco3)C2=O)CC1 (configuration not stated)
84	6	CCOC(=O)CCC(C)C1CCC2C3CC=C4CCCC(O)C4(C)C3CCC12C (configuration not stated)
85	-2	COc1ccc(CC2CN(C(=O)CCSC)CCO2)cc1 (configuration not stated)
86	9	CC1(C)CN=C(N(C(=O)Nc2ccccc2)c2ccc(OC(F)(F)F)cc2)S1
87	7	Cc1cc(C(=O)NCc2ccccc2Cl)c2c(C)nn(-c3cccc(F)c3)c2n1
88	1	COc1ccc(C2CC(=O)N3CN(C4CCCCC4)CSC3=C2C#N)c(OC)c1 (configuration not stated)
89	0	Cc1ccc(CNC(=O)Nc2n[nH]c(C3CCCCC3)n2)cc1
90	8	COc1ccccc1-c1c(C(F)(F)F)oc2c(CN3CCCCC3C)c(O)ccc2c1=O (configuration not stated)
91	8	Cc1cnc(SCCN2CCOCC2)nc1C1CCCN(C(=O)Cc2c[nH]c3ccccc23)C1 (configuration not stated)
92	-4	COc1ccc(C(=O)OCCN(C)C(C)(C)C)cc1
93	1	O=C(Nc1ccc([N+](=O)[O-])cc1)c1ccc(Cn2cc(Cl)cn2)cc1
94	8	CSCCC(=O)N(C)C(Cc1ccccc1F)C1CCN(C(=O)/C=C/c2ccccc2)CC1 (configuration not stated)
95	1	Cc1ccc(-c2nn3c(-c4ccccc4C)nnc3c3ccccc23)cc1
96	-1	CCCCCn1c(=O)[nH]c2cc(C(=O)N3CCN(c4cccc(C(F)(F)F)c4)CC3)ccc2c1=O
97	4	O=C(CCC(=O)NCCC1=CCCCC1)NCCC1=CCCCC1
98	4	O=C1C(=Cc2ccc(N3CCCCCC3)o2)C(=O)c2ccccc21
99	6	Cn1cc(S(=O)(=O)c2ccccc2)c(=O)c2cc(F)c(N3CCCC3)cc21
100	-2	Cc1ccc(Nc2nnc(-c3ccc(C)c(S(=O)(=O)NCc4ccccn4)c3)c3ccccc23)c(C)c1

# Some of the entries so far, as labelled records.
(54) CCN1C(=O)N=C(Cc2ccc(C)s2)C1=O
  RBX1-CUL1 inh: 0
(55) Cc1ccc(OCCCCCCN2CCCC2)c(Cl)c1
  RBX1-CUL1 inh: 6
(56) Cc1nnc(SC2CCc3ccccc3NC2=O)s1 (configuration not stated)
  RBX1-CUL1 inh: -6
(57) CC(C)Nc1nc(NC(C)C)nc(SCCOc2ccccc2)n1
  RBX1-CUL1 inh: -2

# Continued.
nr	RBX1-CUL1 inh	SMILES
101	2	Nc1c(Cl)cc(NC(=O)c2ccccc2C(=O)O)cc1Br
102	8	O=C1/C(=C/c2ccco2)CCc2c1cnc1ccc3ccccc3c21
103	-11	CN1C(=O)CC(N2CCN(c3ccc(Cl)c(Cl)c3)CC2)C1=O (configuration not stated)
104	-2	CN(C)C(=O)c1ccc(S(=O)(=O)NCc2ccccc2Cl)s1
105	-1	O=C1c2ccccc2NC(c2ccccc2C(F)(F)F)N1O (configuration not stated)
106	8	CC(=O)c1ccc(NC(=O)CC2Nc3cccc4cccc(c34)NC2=O)cc1 (configuration not stated)
107	-5	CCCc1ccc(OCc2nc(-c3nonc3N)no2)cc1
108	4	COc1ccc(Cn2c(=O)oc3ccc(C)cc32)cc1OC
109	2	Cc1cc(C)nc(N=C(N)Nc2ccc(S(=O)(=O)Nc3nccc(C)n3)cc2)n1
110	-7	COc1cccc(NC(=O)CCc2nnc3n(Cc4ccccc4Cl)c(=O)c4ccccc4n23)c1
111	-12	Cc1ccc(CN2COc3cc(C)c4c(oc(=O)c5ccccc54)c3C2)cc1
112	2	O=c1cc(N2CCOCC2)c2ccccc2o1
113	-9	COc1ccc(OCC(=O)N(Cc2ccc(C)o2)C2CCS(=O)(=O)C2)cc1 (configuration not stated)
114	-1	C=CCN=C1C(=O)N(c2ccc(Cl)cc2)C(=O)C1Cl (configuration not stated)
115	-2	Cc1ccc(N(C)C(=O)c2cnc(N3CCOCC3)c3ccccc23)cc1C
116	-1	CCn1ncc(C(=O)Nc2ccccc2C)c1C
117	13	COC(=O)Cc1sc(Nc2ccc(C(C)=O)cc2)nc1-c1ccccc1
118	-9	Cc1ccn2c(Nc3ccc(F)cc3)c(-c3ccccn3)nc2c1
119	-5	Cc1c(C)n(Cc2ccccc2)c2nc3ccccc3n2c1=O
120	2	COc1ccc(CNC(=O)c2cc(-c3ccc(C)c(C)c3)n[nH]2)cc1
121	4	OC(CN1CCCCCC1)CN1c2ccccc2Sc2ccccc21 (configuration not stated)

# Nos. 101 through 103 of the list above:
nr	RBX1-CUL1 inh	SMILES
101	2	Nc1c(Cl)cc(NC(=O)c2ccccc2C(=O)O)cc1Br
102	8	O=C1/C(=C/c2ccco2)CCc2c1cnc1ccc3ccccc3c21
103	-11	CN1C(=O)CC(N2CCN(c3ccc(Cl)c(Cl)c3)CC2)C1=O (configuration not stated)
